STEP inh – STEP (human) phosphatase inhibition. recombinant STEP, OMFP fluorogenic substrate, fluorescence. inhibition, % at 20 µM. hit rate 0.25% among 360,000;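 active = inhibition at 20 µM, scaled per plate between control wells, above about 37%, limit read from the data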;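 also: 0% = DMSO with enzyme and substrate and 100% = substrate only without enzyme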
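Material: STEP (striatal-enriched tyrosine phosphatase) enzyme, cell-free; Compound dosing: 20 µM single dose in 1% DMSO; Technique: fluorescence read at 480 nm ex / 540 nm em; Times: reaction 20 min, ambient temperature; Medium: 50 mM Bis-Tris pH 6.0 with 2.5 mM DTT and 0.005% Tween 20; Also added: OMFP at 25 µM.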
SUMO1 PPI mod – alters human SUMO1 binding to SIM partners; P63165; SUMO1 binding to a labelled peptide, TR-FRET, 1 h; inhibition, % at 20 µM; hit rate 0.33% among 360,000; AID 602429; in the data active = inhibition above about 37%
Target sequence (P63165 whole entry, looked up): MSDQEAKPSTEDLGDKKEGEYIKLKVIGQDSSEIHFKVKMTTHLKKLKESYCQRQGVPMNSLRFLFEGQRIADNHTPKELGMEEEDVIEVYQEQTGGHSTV
LMPTP block – blocks human LMPTP phosphatase. P24666. recombinant LMPTP-A, OMFP fluorogenic substrate, fluorescence intensity. inhibition, % at 20 µM. hit rate 0.22% among 360,000. AID 651560;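 active = compounds that cut the enzyme signal by at least half of the control window in the single-dose screen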;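 also: plate controls were DMSO wells with enzyme plus substrate for no effect and substrate without enzyme for full effect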
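Assay system: LMPTP-A phosphatase enzyme | Input: 0.625 nM enzyme | Also added: Fluorogenic phosphatase substrate OMFP at 400 µM final | Compound dosing: One test concentration per compound, 20 µM, with 3% DMSO overall | Schedule: 50 min enzyme reaction at room temperature, protected from light | Signal: Fluorescence intensity | Benchmarks: no-enzyme and uninhibited controls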
MsrA act – bovine methionine sulfoxide reductase A activation; purified bovine MsrA, absorbance read-out; activation, % at 10.6 µM; hit rate 0.3% among 360,000; AID 602163; in the data active = activation above about 7.5%;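 also: 0% = vehicle and 100% = reference activator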
DNMT1 block – DNMT1 (human) enzyme inhibition | P26358 | DNMT1 molecular beacon, Hinp1I cleavage, fluorescence | inhibition (reported as % activation of signal), % at 10 µM | hit rate 0.83% among 360,000; in the data active = inhibition above about 50%
MsrA inh – inhibitors of bovine MsrA; purified bovine MsrA, absorbance read-out; inhibition, % at 15.5 µM; hit rate 0.75% among 360,000; in the data active = inhibition above about 4.5%;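 also: 0% = vehicle wells with enzyme and 100% = reference inhibitor wells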
E coli Lon inh – inhibitors of E. coli Lon protease. P0A9M0. purified E. coli Lon protease, fluorescence polarization. inhibition, % at 7.94 µM. hit rate 0.42% among 360,000. AID 602123; in the data active = inhibition above about 13%, passing the limit was not always enough;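 also: 0% = enzyme with probe and DMSO and 100% = no enzyme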
TbMetRS inhib – Trypanosoma brucei MetRS inhibition; purified T. brucei MetRS, ATP depletion, Kinase-Glo luminescence; inhibition, % at 11.9 µM; hit rate 0.4% among 360,000;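 active = inhibition above a per-plate cutoff of the control wells' mean inhibition plus 3 SD, cut at about 5.5% in these data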;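 also: 0% = DMSO wells median and 100% = median of wells with control inhibitor compound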
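Test system: purified T. brucei MetRS enzyme. Also added: ATP, methionine and E. coli bulk tRNA substrates. Compound: 11.9 µM single point. Schedule: 15 min enzyme-compound preincubation, 2 h reaction, 10 min detection, 25 °C. Signal: luciferase luminescence of residual ATP, Kinase-Glo. Evaluation: percent inhibition versus plate control medians. Controls: DMSO wells, low control.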
Scp1 inh – blocks human Scp-1 phosphatase activity | Q9GZU7 | Recombinant Scp1, phosphopeptide, malachite green phosphate absorbance | inhibition, % at 20 µM | hit rate 0.88% among 340,000 | AID 493091;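 active = inhibition above about 50% at 20 µM, limit read from the data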;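 also: plate controls were DMSO wells with enzyme for no effect and wells lacking enzyme for full effect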
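System: truncated SCP-1 phosphatase (76-261aa); medium: Tris acetate buffer pH 5.5 with MgCl2 and Tween-20; incubation: 45 min room-temperature reaction, 5 min colour, 30 min stabiliser; compound: single 20 µM dose, 1% DMSO; reagent: Phosphorylated 17-residue peptide substrate; read-out: % inhibition at 20 µM; technique: colorimetric free-phosphate detection, absorbance 630 nm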
NRP1-CendR mod – alters CendR peptide binding to human NRP-1 | O14786 | FAM-RPARPAR peptide binding to NRP-1, fluorescence polarization | inhibition, % at 25 µM | hit rate 0.85% among 360,000;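 active = inhibition or corrected inhibition above about 18%, plus a signal ratio from 0.5 to 1.5, limit read from the data, passing the limit was not always enough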; also: strong numbers were not always called active
Target sequence (O14786 whole entry, looked up): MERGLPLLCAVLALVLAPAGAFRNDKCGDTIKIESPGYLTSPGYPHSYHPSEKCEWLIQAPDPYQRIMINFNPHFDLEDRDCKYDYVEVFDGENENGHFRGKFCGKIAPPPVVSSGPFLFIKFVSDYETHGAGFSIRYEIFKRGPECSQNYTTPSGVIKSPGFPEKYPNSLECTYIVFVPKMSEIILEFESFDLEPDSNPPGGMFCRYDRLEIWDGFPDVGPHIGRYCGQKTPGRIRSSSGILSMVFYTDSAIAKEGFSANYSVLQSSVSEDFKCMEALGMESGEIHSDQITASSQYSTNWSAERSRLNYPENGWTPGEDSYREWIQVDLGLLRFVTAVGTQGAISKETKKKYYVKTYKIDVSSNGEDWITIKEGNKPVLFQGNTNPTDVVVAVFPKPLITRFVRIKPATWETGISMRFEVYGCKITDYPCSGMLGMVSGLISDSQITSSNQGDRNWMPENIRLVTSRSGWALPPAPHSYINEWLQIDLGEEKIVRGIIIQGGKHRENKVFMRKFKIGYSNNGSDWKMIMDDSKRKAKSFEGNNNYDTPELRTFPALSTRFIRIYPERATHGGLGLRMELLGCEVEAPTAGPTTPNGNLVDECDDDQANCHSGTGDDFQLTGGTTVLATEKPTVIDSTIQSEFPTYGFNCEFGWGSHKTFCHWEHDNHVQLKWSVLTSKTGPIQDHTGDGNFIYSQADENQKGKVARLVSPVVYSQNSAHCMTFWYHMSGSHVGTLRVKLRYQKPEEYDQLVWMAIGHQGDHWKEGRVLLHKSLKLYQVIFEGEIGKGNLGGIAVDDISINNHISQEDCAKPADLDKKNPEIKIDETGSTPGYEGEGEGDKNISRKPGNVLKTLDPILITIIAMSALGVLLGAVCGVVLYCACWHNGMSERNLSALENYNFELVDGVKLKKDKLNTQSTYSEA
* hit, by the source's call; / = no result given.

mol	LMPTP block	STEP inh	NRP1-CendR mod	DNMT1 block	TbMetRS inhib	MsrA inh	E coli Lon inh	SUMO1 PPI mod	MsrA act	Scp1 inh
C=CCC[C@@H](Cc1ccc(F)cc1)C(=O)OC[C@H](C)NC(=O)[C@@H](CC=C)CC(=O)N(CCO)Cc1ccccc1	0.8	0	-2	12	-0.4	0.7	8	2	1	-17
CCOC(=O)c1c(NC(=O)CN2CCN(C(=O)c3ccco3)CC2)sc(C(N)=O)c1C	1.8	0	9	-5	-0.5	0.0	4	2	-2	-1
CCOC(=O)CS(=O)(=O)c1ccc2ccccc2c1	-0.4	3	12	-3	-0.3	0.3	1	-5	-1	0
C[C@@H]1CN([C@@H](C)CO)C(=O)c2cc(NC(=O)C3CCCCC3)ccc2O[C@@H](C)CCCCO[C@H]1CN(C)S(=O)(=O)c1ccc(Cl)cc1	2.2	0	-8	-10	1.4	0.6	-2	-1	1	/
Cc1ccc(CNC(=O)C(=O)NCC2OCCN2C(=O)c2cccs2)cc1 (stereo unspecified)	-2.3	2	-6	2	-0.5	1.6	-5	-1	0	-14
O=C(NC(=S)Nc1ccccc1[N+](=O)[O-])c1ccccc1Cl	0.2	-2	4	-6	0.0	0.2	-4	-17	0	-1
CCOC(=O)CN1C(=O)C(Sc2n[nH]c(-c3ccc(C)cc3)n2)CCc2ccccc21 (stereo unspecified)	0.9	0	-11	-7	1.5	-0.3	-2	0	2	0
O=C(NCc1nnc(SCC(=O)N2CCCC2)o1)c1ccccc1	0.0	2	5	-2	0.3	-0.9	-11	-9	2	1
CCn1c(C)c2c([n+]1CC)CC(C)(C)CC2=O	-1.4	-3	-6	0	-0.3	0.1	0	-3	-1	55*
COc1ccccc1-c1cn[nH]c1-c1ccc(O)cc1O	-0.8	-2	-1	-10	0.1	-0.6	-1	2	1	-10
CCOCCn1ccc2c(OCC(=O)Nc3ccccc3OC)cccc2c1=O	0.9	0	6	0	-0.2	-0.3	-3	5	-5	-9
C[C@@H]1CN([C@@H](C)CO)S(=O)(=O)c2ccc(Br)cc2O[C@@H]1CN(C)Cc1ccccn1	-1.0	-3	4	3	-2.1	-0.1	1	-3	-8	/
O=C(/C=C/Nc1ccccc1)c1ccc(Oc2ncccn2)cc1	-2.0	2	12	-4	-0.6	3.4	2	-9	-3	-15
O=C(O)/C=C/c1ccc(-c2cccc(C(F)(F)F)c2)o1	-0.9	10	-17	1	-0.6	6.0*	-7	-2	-6	-4
O=C(Nc1ccccc1)P(=O)(O)c1ccccc1	-0.8	0	10	11	-0.3	2.4	-9	0	-2	-8
Cc1csc2nc(CNS(=O)(=O)c3ccc(-c4ccccc4)cc3)cn12	-0.9	1	-10	-2	-0.8	-0.6	-9	0	-2	-9
COc1cccc(C(=O)NCc2ccc3c(c2)OCO3)c1	0.9	-1	-10	0	-0.4	0.5	0	5	-2	-4
CCCN(CC(=O)Nc1cc(Cl)ccc1Cl)C(=O)c1ccc(N2CCCC2=O)cc1	-0.1	-1	2	-1	-0.2	0.1	-2	-2	-2	-11
CC1(C)C(=O)C2(CCCCC2)C(=O)OC1c1cccn1-c1ccc([N+](=O)[O-])cc1 (stereo unspecified)	1.2	-1	4	-4	-0.4	1.4	-5	-2	-5	-10
Cc1c(C)n(Cc2ccccc2)c2ccc(C(=O)O)cc12	0.1	2	10	-3	0.1	1.2	-7	4	-3	-1

Retrieved by structure from above (three):
mol	LMPTP block	STEP inh	NRP1-CendR mod	DNMT1 block	TbMetRS inhib	MsrA inh	E coli Lon inh	SUMO1 PPI mod	MsrA act	Scp1 inh
COc1cccc(C(=O)NCc2ccc3c(c2)OCO3)c1	0.9	-1	-10	0	-0.4	0.5	0	5	-2	-4
CCOC(=O)CN1C(=O)C(Sc2n[nH]c(-c3ccc(C)cc3)n2)CCc2ccccc21 (stereo unspecified)	0.9	0	-11	-7	1.5	-0.3	-2	0	2	0
COc1ccccc1-c1cn[nH]c1-c1ccc(O)cc1O	-0.8	-2	-1	-10	0.1	-0.6	-1	2	1	-10

Going on with the list.
mol	LMPTP block	STEP inh	NRP1-CendR mod	DNMT1 block	TbMetRS inhib	MsrA inh	E coli Lon inh	SUMO1 PPI mod	MsrA act	Scp1 inh
O=C(C1CCN(S(=O)(=O)c2ccc3ccccc3c2)CC1)N1CCN(c2ncccn2)CC1	-1.5	4	-10	4	-0.2	0.7	-10	-7	-10	0
O=C(Nc1cccc(-n2cnnn2)c1)c1ccccc1Br	-1.0	1	9	0	0.6	-1.0	3	-7	-2	-1
COc1cc(OC)cc(-c2n[nH]c(=S)n2-c2ccc3c(c2)OCO3)c1	0.7	-2	11	4	0.7	-0.5	-10	3	3	-7
CCCCC/C=C/C1=CC(=O)C[C@H](c2ccc(Cl)cc2)C1	2.6	4	8	13	0.5	0.6	-13	-1	2	-10
Cc1ccccc1CN1C(=O)c2ccccc2Sc2ccc(C(=O)NCCN3CCOCC3)cc21	-1.2	1	2	-6	-0.4	-1.4	1	-4	-2	-3
Cc1cc(C(=O)CN2C(=O)NC3(CCCCCC3)C2=O)c(C)n1C	1.2	-2	10	-2	-0.1	-0.7	-9	-2	-1	-6
CC(C)CN(/C=N/c1sc2c(c1C#N)CCCCC2)CC(C)C	2.1	3	5	-2	-2.2	-0.6	3	8	-3	6
CSc1nn(CCc2ccncc2)c(=S)s1	-1.0	7	-10	-2	-0.2	0.7	-3	0	3	-6
Cc1nn(-c2ccccc2)c(C)c1/C=C/C(=O)OCC(=O)Nc1ccc(C(N)=O)cc1	0.0	-2	-2	-1	-0.4	0.0	1	0	-6	4
O=C(CN1C(=O)NC2(CCc3ccccc32)C1=O)c1ccc2c(c1)OCCO2 (stereo unspecified)	-0.8	-1	-4	-2	-0.5	0.2	-7	-1	-5	-1
Cc1cc2c(cc1S(=O)(=O)N(C)c1ccccc1)NC(=O)CO2	-0.7	1	-6	0	0.3	-0.7	4	4	-1	-6
CCc1ccc(N(CC(=O)Nc2nc3ccc(C)cc3s2)S(=O)(=O)c2c(C)noc2C)cc1	3.0	0	-1	-16	-0.1	-0.8	0	1	-3	-15
O=C(Nc1ccc(-c2csc(Nc3ccc(Cl)cc3)n2)cc1)c1cc([N+](=O)[O-])cc(C(F)(F)F)c1	6.4	0	13	-9	-0.1	0.9	16	-9	-3	0
O=C1CCC(C(=O)OC(C(=O)Nc2ccc([N+](=O)[O-])cc2Br)c2ccccc2)=NN1 (stereo unspecified)	0.3	0	8	-3	-0.4	0.0	-5	-35	-7	8
O=C(NCCC(=O)N1CCN(Cc2c(F)cccc2Cl)CC1)c1ccc(Cl)cc1	-0.5	0	11	0	-0.5	0.0	11	-1	-12	17
COc1cccc(NC(=O)N2CCC(NC(=O)c3ccco3)CC2)c1	0.6	-3	0	1	0.3	-0.6	7	1	-1	-7
CC(=O)Nc1ccc(S(=O)(=O)N2CCN(C(=O)c3cccnc3)CC2)cc1	-1.6	1	6	3	-0.2	-0.8	11	-2	-2	3
COc1ccc(C2NC(=O)NC(C)=C2C(=O)OCc2ccc3c(c2)OCO3)cc1OC (stereo unspecified)	-0.2	2	13	-2	0.6	0.9	-7	-1	-4	-2
CCOC(=O)C1CCN(C(=O)COc2ccc(Cl)cc2)CC1	-0.9	-4	-10	3	-3.0	-1.0	6	0	-11	-9
Cc1cccc(N(C)S(=O)(=O)c2c[nH]c3ccc([N+](=O)[O-])cc23)c1	3.3	-4	-6	-13	0.3	0.8	-2	-9	1	-3

Further entries follow:
mol	LMPTP block	STEP inh	NRP1-CendR mod	DNMT1 block	TbMetRS inhib	MsrA inh	E coli Lon inh	SUMO1 PPI mod	MsrA act	Scp1 inh
O=C(Nc1ccccc1Cl)NC1(C(=O)NCc2cccnc2)CCCCC1	0.4	1	25*	2	-0.8	-0.4	0	3	-1	-4
CCCNC(=O)CSCc1nc(-c2ccc(SC)cc2)oc1C	-0.8	1	-4	-1	-0.8	4.4	2	0	-2	-10
COc1ccc(-c2nn(CCC#N)cc2C(=O)Nc2cccc(C(=O)O)c2)cc1[N+](=O)[O-]	-0.3	3	-9	2	0.4	1.8	-7	-17	7	-6
COc1cccc(-n2nnc3c(=O)n(Cc4c(F)cccc4Cl)cnc32)c1	-0.9	-2	-10	1	-0.8	1.2	-8	-3	-4	-5
O=C(O)c1cc(-c2ccc3c(c2)OCO3)nc2ccc(Cl)cc12	-0.4	-1	14	1	-0.4	3.2	-3	-10	-7	19
COC(=O)[C@@H]1C[C@@]2(O)[C@@H](O)[C@@H](O)[C@@H](O)C[C@H]2N1Cc1ccc(Cl)cc1	-3.0	3	6	5	-0.5	-0.2	3	-2	-3	-2
O=C(O)Cc1ccc(NC(=O)Nc2cccc(Cl)c2)cc1	-0.6	2	11	-2	1.3	1.4	-4	-2	-2	-4
CC1CCCC(NC(=O)COC(=O)c2ccc(N(C)C)cc2)C1C (stereo unspecified)	-0.6	-3	-4	2	-0.6	1.7	-11	3	1	-9
O=C(NC(Cc1c[nH]c2ccccc12)c1nnc2n1CCCCC2)c1cccs1 (stereo unspecified)	0.3	0	-2	12	-0.7	0.0	-7	-2	-6	1
CCc1cccc2c(C(=O)COC(=O)c3ccc([N+](=O)[O-])s3)c[nH]c12	3.1	-3	-2	19	-0.6	1.5	6	22	0	-6
CC(=O)Nc1cccc(NC(=O)COC(=O)C2CC3CCCC(C2)C3=O)c1 (stereo unspecified)	-0.7	-2	6	1	0.1	0.3	-2	5	0	-5
O=C(Nc1ccc(NC(=O)C23CC4CC(CC(C4)C2)C3)cc1)c1cc(F)c(F)cc1Cl	-2.0	-1	13	35	-1.2	-0.5	-6	-2	-6	-5
COc1cc(OC)c(-c2nnc(-c3ccc(OC)c(OC)c3OC)o2)cc1OC	1.8	0	6	-2	0.4	1.6	-2	4	-4	-5
O=C(O)CC12CC3CC(C1)CC(n1ncc(NCc4ccc(F)cc4)c(Cl)c1=O)(C3)C2	1.0	4	6	0	0.0	1.1	8	-12	-4	9
COC(=O)C1=C(C)NC(=O)C1(NC(=O)c1cccnc1)C(F)(F)F (stereo unspecified)	-3.1	-2	5	2	-1.1	-0.6	-1	-2	-9	3
CC1(C(=O)NCc2cccs2)CCN1C(=O)Cc1cccc2ccccc12 (stereo unspecified)	0.2	-4	3	6	-0.4	2.9	2	-4	-2	/
CCN1CCN(CC(=O)Nc2ccc(C)cc2C)C(=O)C1=O	0.2	-2	4	-1	0.3	-0.8	-4	3	0	-6
O=S(=O)(c1ccc(-c2csc(-c3cccnc3)n2)cc1)N1CCOCC1	0.4	3	-1	-6	-1.2	-0.5	-7	-13	-11	9

High-throughput results deposited in PubChem BioAssay by several laboratories.
